From PubChem
GRP78 ERSR act: ER stress response induction in glioma. U87-MG GRP78 promoter luciferase reporter, 16 h. Potency, µM, without a hit: at the highest dose activation, hits mostly activators. 420,000 compounds, 0.02% hits; also: potency is read from the fitted curve at half-maximal effect; series mostly up to about 76 µM; % of control where 0% means no effect; nearly all actives have a fitted effect of over 35% in size
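Stably transfected U87-MG glioma cells carrying a GRP78-based luciferase sensor; 16 h compound incubation. Luminescence end-point read 10 min after Bright-Glo addition at room temperature.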
IDH1 R132H inh: blocks human mutant IDH1 R132H enzyme; IDH1-R132H enzyme, NADPH consumption, diaphorase/resazurin fluorescence; 390,000 compounds, 0.093% hits; O75874; Potency, µM (series often up to 76.6 µM), without a hit: at the highest dose activity change, negative = inhibition, actives largely listed as inhibitors; also: potency is read from the fitted curve at half-maximal effect; % is scaled to controls: 0 for no effect and ±100 for the full control effect; nearly all actives have a fitted effect of over 65% in size
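IDH1-R132H (0.5 ug/mL dispensed) in pH 7.5 Tris buffer was preincubated 30 min with compound, then given a substrate mix of 0.016 mM NADPH and 2 mM alpha-KG for 80 min at room temperature; remaining NADPH was read by diaphorase/resazurin fluorescence.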
PI4K2A block: inhibitors of human PI4K2A. activity change, negative = inhibition, % at 76.9 µM. Q9BTU6. purified PI4K2A, ADP-Glo luminescence, 1 h; active compounds read low. 420,000 compounds, 0.13% hits; in the data active = activity change below about -50%; inconclusive = mostly about -30% to -49%;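 also: -100% = wells without enzyme as full effect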
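ADP-Glo luminescence measured ADP generated by PI4K2A enzyme (4 ug/mL before mixing) with 1.2 mM PI substrate (pre-mix) and 300 microM ATP (pre-mix). Tris pH7.5 buffer with MgCl2, Triton X-100; 1 h reaction at ambient temperature.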
USP1-UAF1 inh: inhibitors of human USP1/UAF1 deubiquitinase. O94782. recombinant USP1/UAF1, Ub-Rhodamine cleavage fluorescence. Potency, µM (series often up to 57.1 µM), for the others: at the highest dose activity change, negative = inhibition, hits mostly inhibitors. 390,000 compounds, 0.23% hits. AID 743255; also: potency is read from the fitted curve at half-maximal effect; % is scaled to controls: 0 for no effect and ±100 for the full control effect; nearly all actives have a fitted effect of over 60% in size; inactives centre near -12
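USP1/UAF1 complex at 1 nM was preincubated with compound for 15 min at room temperature, then Ub-Rho substrate (150nM final) was added. Fluorescence (480/540 nm) was read kinetically, 6 reads every 60 seconds.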
LDHA inh: inhibitors of human lactate dehydrogenase A. P00338. purified LDHA, NADH/diaphorase-resazurin fluorescence; active compounds read low. activity change, % (values are at about 110 or 230 µM). 480,000 compounds, 0.15% hits; in the data active = activity change below about -30%; inconclusive = mostly about -25% to -30%;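 also: plate controls were DMSO wells for no effect and wells without enzyme for full effect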
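Remaining NADH was detected by diaphorase (0.133 mg/mL) converting 37 µM resazurin to fluorescent resorufin, read at 0 and 20 minutes. The preceding 5-minute room-temperature reaction used 2 nM LDHA, 0.2 mM sodium pyruvate and 0.06 mM NADH at pH 7.4.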
Vif-APOBEC3F blk: blocks the Vif interaction with APOBEC3F; HeLa A3F-eYFP + Vif (tagged APOBEC3F with the HIV-1 protein that degrades it), YFP fluorescence increase; Potency, µM (titrated, usually from 46.1 µM), inactives show top-dose activity, negative = active; 390,000 compounds, 0.2% hits; AID 602313; also: potency is read from the fitted curve at half-maximal effect; % of control where 0% means no effect; nearly all actives have a fitted effect of over 65% in size
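HeLa cells stably expressing A3F-eYFP plus Vif, plated and incubated overnight at 37 deg C, then exposed to compounds overnight at 37 deg C. Blocked degradation read as raised yellow fluorescence (Ex 488/Em 500-530).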
Vif-A3G inh: blocks the Vif interaction with human APOBEC3G | Q9HC16 | HeLa A3G-eYFP + Vif (tagged APOBEC3G with the HIV-1 protein that degrades it), YFP fluorescence, overnight | Potency, µM (doses to about 46.1 µM), without a hit: at the top dose activity, negative = active, usual class: inhibitors | 410,000 compounds, 0.076% hits;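 also: potency is read from the fitted curve at half-maximal effect; % is scaled to controls: 0 for no effect and ±100 for the full control effect; nearly all actives have a fitted effect of over 60% in size; hits raise eYFP signal because A3G escapes Vif-driven loss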
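HeLa cells stably expressing Vif and C-terminally eYFP-tagged A3G, seeded overnight at 37 deg C, then exposed to compound by pintool overnight at 37 deg C. Rise in yellow fluorescence (Ex 488/Em 500-530, Acumen) marks blocked Vif-driven A3G degradation.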
TrxR1 substrate: substrates of rat thioredoxin reductase 1 | 390,000 compounds, 0.01% hits | O89049 | Potency, µM (highest dose often 114 µM), without a hit: top-dose activity change, negative = substrate turnover | purified TrxR1 substrate turnover, NADPH consumption readout | AID 588456; also: potency is read from the fitted curve at half-maximal effect; % is scaled to controls: 0 for no effect and ±100 for the full control effect; nearly all actives have a fitted effect of over 50% in size
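Rat TrxR1, dispensed at 90 nM, was prereduced with 400 uM NADPH (final) for 5 min at ~22 deg C, then incubated with compound 15 min before 400 uM selenite. A first-read NADPH fluorescence drop versus no-compound background flagged substrates.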
RXFP1 ag: agonists of human relaxin receptor RXFP1; Q9HBX9; Potency, µM (doses to about 57.5 µM), without a hit: at the highest dose activation, most hits filed as activators; 370,000 compounds, 0.3% hits; HEK293T-RXFP1 cAMP TR-FRET, 30 min; response scale: percent of porcine relaxin response, buffer zero; also: potency is read from the fitted curve at half-maximal effect; % is scaled to controls: 0 for no effect and ±100 for the full control effect; nearly all actives have a fitted effect of over 60% in size; many of its hits are not listed in these tables
Target sequence (Q9HBX9 whole entry, looked up): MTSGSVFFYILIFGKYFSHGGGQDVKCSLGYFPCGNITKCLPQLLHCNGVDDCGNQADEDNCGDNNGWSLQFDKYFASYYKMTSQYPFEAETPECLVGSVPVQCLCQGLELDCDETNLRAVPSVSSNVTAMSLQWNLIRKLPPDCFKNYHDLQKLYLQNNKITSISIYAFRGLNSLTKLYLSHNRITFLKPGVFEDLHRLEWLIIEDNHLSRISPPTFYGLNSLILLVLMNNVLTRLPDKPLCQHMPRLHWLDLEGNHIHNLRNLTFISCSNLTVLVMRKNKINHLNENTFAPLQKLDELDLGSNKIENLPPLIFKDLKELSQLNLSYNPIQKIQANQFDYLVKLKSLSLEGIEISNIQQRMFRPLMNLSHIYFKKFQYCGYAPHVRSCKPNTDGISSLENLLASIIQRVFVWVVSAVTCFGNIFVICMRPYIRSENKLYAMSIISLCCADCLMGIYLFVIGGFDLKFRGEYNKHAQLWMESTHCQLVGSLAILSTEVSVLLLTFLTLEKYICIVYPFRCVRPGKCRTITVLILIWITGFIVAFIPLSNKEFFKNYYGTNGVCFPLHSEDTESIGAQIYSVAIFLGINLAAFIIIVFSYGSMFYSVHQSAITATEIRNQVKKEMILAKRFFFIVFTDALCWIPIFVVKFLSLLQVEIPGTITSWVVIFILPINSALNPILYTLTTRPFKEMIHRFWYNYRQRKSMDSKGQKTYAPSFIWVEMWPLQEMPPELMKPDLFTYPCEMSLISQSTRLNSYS
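HEK293 cells stably expressing RXFP1, treated 30 min at 37C with compounds plus PDE4 inhibitor Ro 20174; cAMP measured by HTRF TR-FRET. Normalized to buffer and 29 nM porcine relaxin; EC50 by Hill fit.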
* hit, by the source's call; ? = inconclusive; / = not tested or not shown; & = joins results of further samples; [ ] = another dose, or the depositor's remark. Unless noted, calls follow the shape of the dose curve; as a rule, active = well fitted curve in the direction sought with a large enough effect; inconclusive = small, poorly fitted or top-dose-only effect, or another doubt; inactive = no such curve, though single readings can be large; an effect the other way counts as inactive or inconclusive.

SMILES	GRP78 ERSR act	IDH1 R132H inh	PI4K2A block	USP1-UAF1 inh	LDHA inh	Vif-APOBEC3F blk	Vif-A3G inh	TrxR1 substrate	RXFP1 ag
Cc1cc2c(cc1C)N(Cc1ccc(Cl)cc1)C1=NCCCN12	-10%	5%	-3	-13%	-1&-5	12%	1%	-20%[57.1 µM]	/
COc1ccc(CNC(=O)c2cnc3sc(N4CCCC4)nn3c2=O)cc1OC	-3%	16%	-18	-5%	-5	4%	3%	12%[57.1 µM]	10%
Cc1ccc(NS(=O)(=O)c2cccc(C(=O)NCC(c3cccs3)N(C)C)c2)cc1 (stereo not drawn)	-5%	0%	-2	-30%	-2	1%	2%	-6%	-0.5%
CC(C)(C)c1ccc(C(=O)NNC(=O)Cc2ccccc2)cc1	2%	3%	0	6%	-4	3%	2%	8%	1.4%
CSc1n[nH]c(-c2sccc2OCc2ccc(C)cc2)n1	-1%	10%	1	-9%	-2	-14%	0%	3%[57.1 µM]	-0.1%
CC(=O)Nc1cccc(S(N)(=O)=O)c1C	-2%	4%	8	-9%	-2	-5%	7%	4%[57.1 µM]	-0.6%
CCOc1ccc(CNC(=O)C2CCN(c3nnc(C)c4c(C)n(-c5ccc(C)cc5)nc34)CC2)cc1	-13%	-10%	-4	-16%	-8	2%	?	13%	27%
C=CCn1c(SCC(=O)NC2CCS(=O)(=O)C2)nnc1-c1cc2c(s1)CCC(CC)C2 (stereo not drawn)	2%	17%	1	-4%	-8	6%	3%	6%[57.1 µM]	1.0%
CC(=O)C1=C(O)C(=O)OC1c1ccc(Cl)cc1 (stereo not drawn)	-7%	-2%	-3	-1%	-1	4%	3%	-6%	1.3%
COc1cc(C(=O)c2c(C)c(CCC#N)n3ccccc23)cc(OC)c1OC	0%	0%	0	-9%	-6	6%	-12%	-4%[57.1 µM]	-2.2%
O=C(NC1CCN(S(=O)(=O)c2ccc(F)cc2)CC1)C1CCCCC1	-4%	-5%	-5	4%	-4	5%	2%	9%	-3.2%
CN1CCN(CCCNC(=O)c2cc3c(-c4ccc(Cl)cc4)nn(C)c3s2)CC1	1%	-1%	1	-16%	1	-7%	7%	18%	3.7%
O=S(=O)(/N=C(/c1ccccc1)N1CCCCCC1)c1ccccc1	-2%	-5%	-9	6%	2	-12%	-3%	-5%[57.1 µM]	-2.0%
CSCCC(NC(=O)c1ccccc1)C(=O)N1CCN(C(C)=O)CC1 (stereo not drawn)	-2%	-1%	-3	-12%	-4	-2%	1%	-11%	-2.3%
CCCCN(C)CCNC(=O)CCn1nc(-c2ccc(Cl)cc2)ccc1=O	-3%	-13%	3	-7%	-18	1%	2%	-7%	0.3%
Cc1ccc(N(CC(=O)NC2CCCCC2)C(=O)CNC(=O)c2ccco2)c(C)c1	-3%	0%	-6	-20%	-6	-18%	0%	4%	-1.7%
CC(=O)c1cccc(NC(=O)CCC(=O)Oc2ccc(C)cc2)c1	-1%	-3%	1	-25%	1	4%	-5%	11%	-1.5%
COc1ccc(C(=O)N2CCC3(CC2)NCCc2[nH]cnc23)cc1	-5%	-5%	-8	2%	-3	3%	1%	-2%	2.7%
COc1ccc(CNC(=O)c2ccc(Br)o2)cc1	-1%&-4%	4%	0	?	-1	5%	2%	3%[57.1 µM]	0.1%
Cc1nc([N+](=O)[O-])c(C(=O)OCc2ccccc2F)n1C	-1%	-3%	2	-16%	-4	-5%	-1%	13%[57.1 µM]	2.9%
COc1ccc(CNC(=O)c2c(C)nc3ccccn23)cc1	-3%	0%	7	-12%	-8	6%	1%	4%	0.1%
COCCOC(=O)c1c(N)n(CCCN2CCOCC2)c2nc3ccccc3nc12	-4%	3%	0	-5%	11	8%	1%	64%[activator][57.1 µM]	5.8%
O=C(CCN1C(=O)/C(=C/c2ccc(F)cc2)SC1=S)Nc1cccnc1	-2%	-5%	-3	-20%	-3	-4%	0%	9%[57.1 µM]	2.4%
Cc1cccc(C)c1NC(=O)CNC(=O)C1CCCC1	5%	-6%	-3	-3%	-6	-10%	-4%	-1%	1.1%
COc1ccc2c(c1)CC/C(=C/c1cc(OC)c(OC)c(OC)c1)C2=O	2%	8%	7	-16%	9	9%	-20%	10%	-4.7%
SMILES	GRP78 ERSR act	IDH1 R132H inh	PI4K2A block	USP1-UAF1 inh	LDHA inh	Vif-APOBEC3F blk	Vif-A3G inh	TrxR1 substrate	RXFP1 ag
COc1ccc(Br)c(Cn2c(C)c(C(=O)NCCC#N)sc2=O)c1	-2%	/	-2	/	-13	/	-3%	/	/
COc1ccc(CN(C)C(=O)C23CC4CC(CC(C4)C2)C3)c(OC)c1	-2%	-12%	10	-20%	2	0%	6%	-2%	-1.7%
CCOc1ccc(N2C(=O)C3C(c4ccc(O)cc4)NC(CCSC)(C(=O)OC)C3C2=O)cc1 (stereo not drawn)	-1%	0%	1	8%	-7	4%	-2%	11%	-0.1%
CNC(=O)COC(=O)Cc1ccc(Cl)cc1	2%	2%	-4	-14%	-2	3%	2%	-3%[57.1 µM]	1.0%
CSC(=NCc1ccco1)NC#N	-1%	8%	-3	-19%	-1	9%	2%	3%	2.1%
Cc1ccc(CSc2nc3c(c(=O)[nH]c(=O)n3C)n2CCC(C)C)cc1	-1%	3%	-6	-15%	-6	3%	3%	0%	0.9%
COc1cc(OC)c(C(=O)Nc2cc(S(=O)(=O)N3CCOCC3)ccc2N2CCN(C)CC2)cc1OC	-1%	15%	4	-19%	-1	4%	9%	2%	/
COc1ccc(-n2c(SCC(=O)Nc3cc(C)on3)nc3ccc(O)cc3c2=O)cc1OC	0%	-4%	-6	1%	2	/	-8%	1%	2.8%
CCOC(=O)C1CCCN(C(=O)Cn2cnc3sc(C)c(S(=O)(=O)N4CCOCC4)c3c2=O)C1 (stereo not drawn)	-2%	-2%	1	-16%	-9	9%	0%	3%	-2.4%
CS(=O)(=O)NCc1csc(-c2ccccc2)n1	5%	1%	-3	3%	0	0%	1%	-9%	0.3%
Cc1cccc2sc(NS(=O)(=O)c3ccccc3)nc12	3%	2%	-1	-22%	-2	2%	-27%	3%	0.1%
Cc1ccc(CN2CCN(Cc3nc4c(s3)CCCC4)CC2CCO)cc1 (stereo not drawn)	-5%	-6%	4	-26%	-7	3%	0%	1%[57.1 µM]	1.8%
Cc1cc(S(=O)(=O)N2CCCC2)ccc1OCC(=O)N1CCOCC1	-2%	3%	-6	-5%	-5	-12%	4%	13%	0.9%
CCN=C1S/C(=C\c2sccc2C)C(=O)N1CC	10%	12%	0	-8%	1	2%	-3%	-5%	-0.7%
COc1cc(N)c(Cl)cc1C(=O)OCC(=O)c1ccc2c(c1)NC(=O)CO2	-5%	8%	1	-7%	-8	0%	-3%	-8%	1.0%
O=C(O)C1CCC(=O)N(C2CCCCC2)C1c1ccccc1 (stereo not drawn)	-2%	1%	2	-2%	-12	-15%	0%	-8%	0.0%
O=C(O)c1ccc2c(=O)n3c(nc2c1)/C(=C/c1ccc(F)cc1)CC3	1%	0%	-24	?	3	-4%	-3%	-5%	-1.9%
O=S1(=O)CCC(NC2CCCC2)C1 (stereo not drawn)	-2%	-2%	3	-8%	-7	11%	-2%	9%[57.1 µM]	-3.9%
O=C(CCN1C(=O)/C(=C\c2ccccc2)SC1=S)NNC(=O)c1cccnc1	-3%	-11%	1	-8%	-11	0%	-7%	-17%	0.1%
Cc1c(C(=O)NCCN(C)C)oc2ccc(S(=O)(=O)N3CCC4(CC3)OCCO4)cc12	-5%	3%	0	-3%	2	-2%	2%	-16%[57.1 µM]	-0.4%
CC(=O)Nc1ccc(C2=NN(c3ccccc3)C(c3ccccc3)C2)cc1 (stereo not drawn)	1%	2%	4	-22%	-2	-17%	?	239%[activator]	24%
Cc1nc2sc(C(c3cccs3)N3CCN(C(=O)c4ccco4)CC3)c(O)n2n1 (stereo not drawn)	-3%	0%	1	-13%	5	0%	0%	13%[57.1 µM]	-0.4%
COc1ccc(OC)c(C2C(C(=O)Nc3ccccc3OC)=C(C)Nc3nc(CCCO)nn32)c1 (stereo not drawn)	-1%	2%	0	-14%	-2	3%	-1%	13%[57.1 µM]	-0.8%
C[C@@H]1CN([C@H](C)CO)S(=O)(=O)c2ccc(-c3ccc(C#N)cc3)cc2O[C@H]1CN(C)C(=O)Nc1cc(F)ccc1F	-3%	?	6	5%	-1	-7%	-4%	/	/
CCOC(=O)c1c(C)[nH]c(C)c1C(=O)COC(=O)Cc1n[nH]c(=O)c2ccccc12	-5%	-1%	-5	-24%	3	3%	0%	3%	/
CCCCn1cnc2c(c(-c3ccccc3)c(-c3ccccc3)n2Cc2ccco2)c1=N	-6%	-5%	-2	-3%	-10	1%	2%	7%[57.1 µM]	-0.7%
Cn1c(=O)n(C)c2cc(NC(=O)CSc3ccccc3)ccc21	0%	0%	1	-6%	2	-3%	2%	-2%	-2.7%
CCCCCn1c(CNC(=O)c2ccccc2)nc2ccccc21	-4%	5%	0	?	-3	1%	2%	0%	-1.2%

A portion of the library; count on the stated rates, not on these rows.
